Bioassay records deposited in PubChem by Broad Institute.
SIRT5 block: SIRT5 desuccinylase inhibitors, primary screen, biochemical, fluorescence imaging, single point, set 5 | NAD-dependent protein deacylase sirtuin-5, mitochondrial (Homo sapiens), Q9NXA8 | Purified SirT5, succinyl-peptide AMC, trypsin-coupled fluorescence | inhibition, % at 15 µM | actives 1.1% (n = 330,000) | AID 652115, 2013; in the data active = inhibition above about 15%
S100A4 MyoIIA: inhibitors of S100A4-myosin IIA peptide binding, primary screen, biochemical, fluorescence polarization, TAMRA-MyoIIA peptide; actives 0.14% (n = 360,000); inhibition, % at 10.7 µM; Protein S100-A4 (Homo sapiens), P26447;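 active = mean inhibition of at least 70% across replicates, with every replicate also reaching that level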
Target sequence (P26447 whole entry, looked up): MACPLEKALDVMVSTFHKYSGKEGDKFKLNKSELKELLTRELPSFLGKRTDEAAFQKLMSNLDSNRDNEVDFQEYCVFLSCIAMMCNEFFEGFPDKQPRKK
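Compound dosing: one dose per compound; test system: human S100A4 monomer with TAMRA-labelled myosin IIA peptide; probe or stimulus: TAMRA-labelled myosin IIA heavy-chain peptide probe, 5 nM; medium: HEPES buffer with Ca2+, pH 7.2; schedule: 5 min incubation before reading; benchmarks: neutral control DMSO, positive control TFP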
ERAP1 HTS inh: human ERAP1 aminopeptidase inhibitors, primary screen, biochemical, single point, plate reader; inhibition, % at 10.7 µM; Endoplasmic reticulum aminopeptidase 1 (Homo sapiens), Q9NZ08; AID 652197, 2013; actives 0.15% (n = 340,000); recombinant ERAP1, Leu-AMC fluorescence, 60 min;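 active = mean replicate inhibition of at least 30%, or all replicates individually reaching that 30% level; inactive = mean below 30% and not every replicate reaching it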;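 also: 0% = neutral control wells and 100% = L-leucinethiol positive control wells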
Target sequence (Q9NZ08 whole entry, looked up): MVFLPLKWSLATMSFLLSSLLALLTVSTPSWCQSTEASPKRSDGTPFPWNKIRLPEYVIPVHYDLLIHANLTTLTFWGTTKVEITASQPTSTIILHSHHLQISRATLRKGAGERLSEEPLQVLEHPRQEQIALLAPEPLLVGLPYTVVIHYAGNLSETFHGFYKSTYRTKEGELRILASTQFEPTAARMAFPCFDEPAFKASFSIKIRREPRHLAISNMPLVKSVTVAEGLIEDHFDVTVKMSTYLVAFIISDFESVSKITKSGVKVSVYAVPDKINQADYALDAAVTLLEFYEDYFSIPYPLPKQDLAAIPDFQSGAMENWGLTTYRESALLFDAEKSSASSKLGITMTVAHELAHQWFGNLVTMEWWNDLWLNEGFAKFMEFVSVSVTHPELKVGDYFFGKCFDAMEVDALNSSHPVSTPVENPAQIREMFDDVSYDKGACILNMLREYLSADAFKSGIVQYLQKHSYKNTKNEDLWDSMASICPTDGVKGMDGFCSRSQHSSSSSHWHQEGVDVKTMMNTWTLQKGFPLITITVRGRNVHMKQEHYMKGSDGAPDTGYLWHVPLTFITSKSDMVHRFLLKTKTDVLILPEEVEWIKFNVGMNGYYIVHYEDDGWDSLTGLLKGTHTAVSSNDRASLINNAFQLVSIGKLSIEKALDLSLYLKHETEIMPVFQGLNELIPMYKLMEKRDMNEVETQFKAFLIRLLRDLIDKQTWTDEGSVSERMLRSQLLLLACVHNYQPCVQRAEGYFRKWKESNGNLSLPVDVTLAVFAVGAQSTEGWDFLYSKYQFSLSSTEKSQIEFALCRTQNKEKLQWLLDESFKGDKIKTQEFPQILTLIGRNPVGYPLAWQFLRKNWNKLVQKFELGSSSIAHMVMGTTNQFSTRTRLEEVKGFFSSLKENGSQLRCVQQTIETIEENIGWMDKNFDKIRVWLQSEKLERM
PGC1a acetyl inh: inhibitors of PGC1a acetylation signal, primary screen, cell-based, U2OS, AlphaScreen, inhibitor mode | AlphaScreen anti-acetyl-lysine; with virally co-expressed GCN5 acetyltransferase | inhibition, % at 15.6 µM | actives 0.17% (n = 350,000);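 active = every replicate shows inhibition of at least 40%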;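 also: 0% = neutral control wells and 100% = positive control wells; some results beyond the cut were filed as inactive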
Xi reactivation: activators of inactive X chromosome reactivation, primary screen, imaging, XiGFP fibroblasts, GFP high-content imaging, set 2; actives 0.055% (n = 360,000); XiGFP mouse fibroblasts, % GFP-positive cells imaging, 3 d; cells co-treated with 5-aza-dC sensitizer; scaled so ellipticine positive control = 100%; activation, % at 7.58 µM;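 active = mean normalized replicate activation at least 10% and every replicate at or above 10%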;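 also: 0% = median of on-plate neutral control wells and 100% = ellipticine 6 µM median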
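material = 68-5-11 XiGFP fibroblast line | medium = DMEM plus 5-aza-dC sensitizer | schedule = 3 days compound exposure | benchmarks = positive control ellipticine, 6 µM final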
C2C12 statin: suppressors of statin myotoxicity in C2C12 myotubes, primary screen, cell-based, single point, plate reader. C2C12 myotubes + simvastatin, ATP luminescence, 48 h; scaled: DMSO 0, geranylgeraniol control 100. rescue of ATP level, % at 7.49 µM. actives 0.78% (n = 330,000). AID 602340, 2012;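 active = mean ATP rescue above about 67%, or every replicate alone reaching that limit, limit read from the data, passing the limit was not always enough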;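 also: myotubes were challenged with 10 µM simvastatin during compound exposure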
Cneo AK release: Cryptococcus neoformans cell lysis inducers, primary screen, AK release luminescence, single concentration; C. neoformans lysis, adenylate kinase release luminescence, 4 h; normalised: neutral wells 0, clomiphene wells 100; AID 651654, 2012; lysis activity, % at 15 µM; actives 0.2% (n = 360,000);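 active = mean lysis activity across replicates of at least 80%, whatever share of replicates individually reach that level; inactive = mean lysis activity below 80%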
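Assay system: log-phase C. neoformans yeast / Quantity: yeast cell density of 5 × 10^6 cells/mL / Medium: fresh YPD growth medium / Compound: single dose / Timing: static 4 h at 37 °C with compound, 1 h detection / Measured by: adenylate kinase release luminescence / Read-out: lysis from increased AK signal / Benchmarks: Clomiphene as positive lysis control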
LGR2 inh: inhibitors of bursicon-induced LGR2 CRE-luciferase signal, primary screen, cell-based, HEK293, CRE-luciferase reporter, bursicon stimulation | Drosophila bursicon receptor LGR2 (rickets) | bursicon-stimulated, 4 h | inhibition, % at 9.99 µM | actives 0.35% (n = 380,000);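 active = drop in luminescence signal, shown as inhibition above about 50% in the replicate tests, limit read from the data, passing the limit was not always enough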;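 also: agonist challenge used bursicon conditioned medium at about half maximal strength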
* marks the source's active call; other numbers are inactive results; x = no result given. This is a subset; count on the stated rates, not on these rows.

SMILES	SIRT5 block	S100A4 MyoIIA	ERAP1 HTS inh	PGC1a acetyl inh	Xi reactivation	C2C12 statin	Cneo AK release	LGR2 inh
CCOC(=O)CNC(=O)c1ccc(SCC)cc1	-4.1	-9.0	x	x	0.1	-3.4	2.5	-11.2
CCOC(=O)C1(C)CCN1C(=O)c1ccccc1OC (stereo unspecified)	-0.7	-6.6	-8.0	13.0	0.3	1.2	0.9	-12.9
COCC(=O)N(C)C[C@H]1N[C@@](C)(C(=O)OC)[C@H]2C(=O)N(Cc3ccccc3)C(=O)[C@@H]12	x	-0.4	-1.2	x	-0.1	9.2	0.2	-5.0
COc1ccc(CCNC(=O)CSCC(=O)Nc2cc(S(C)(=O)=O)ccc2Cl)cc1	-5.0	-2.0	-4.7	8.0	0.1	4.6	-0.5	12.1
O=C(NNC(=S)Nc1ccccc1)c1ccc2ncccc2c1	x	-22.5	0.3	5.3	0.1	x	x	-23.4
CC(C)(C)OC(=O)N1CCC[C@H]1c1nnc(SCC(=O)Nc2cccc(Cl)c2)o1	-1.5	1.9	0.8	x	0.4	x	x	-13.2
O=C(NC(NC(=S)Nc1c(Cl)cccc1Cl)C(Cl)(Cl)Cl)OCc1ccccc1 (stereo unspecified)	2.6	-4.0	0.9	x	0.0	x	x	23.8
O=C(Nc1nnc([C@H]2C[C@H](O)[C@@H](CO)O2)s1)Nc1cccc2c1CCCC2	x	-1.9	-1.4	-6.4	0.0	-15.1	0.8	-11.2
COC(=O)c1cc(=O)nc(NN=C2c3ccccc3-c3ccccc32)s1	x	16.9	-3.5	-10.6	0.1	-25.2	-0.5	3.0
COc1cc(C(CCN2CCOCC2)c2c(OC)cc(OC)c3c(-c4ccccc4)cc(=O)oc23)cc(OC)c1OC (stereo unspecified)	0.4	-0.8	x	5.6	0.1	-21.1	2.3	-16.1
O=C(NCc1ccco1)C1CCCN(S(=O)(=O)c2cc(Cl)ccc2Cl)C1 (stereo unspecified)	-5.5	-1.2	1.3	x	0.1	x	1.4	13.2
O=C(COc1ccc(Br)cc1)NNC(=O)Cc1ccc(S(=O)(=O)N2CCOCC2)s1	-3.8	-14.8	0.4	-9.9	0.4	17.7	0.2	-4.7
O=C(Nc1ccc(C(=O)N2CCCC2)cc1)Nc1ccc(Cl)cc1Cl	-1.0	-11.1	-7.7	x	0.2	x	x	29.5
COc1ccccc1-c1ccc2c(c1)O[C@@H](CN(C)S(=O)(=O)c1ccccc1)[C@@H](C)CN([C@@H](C)CO)S2(=O)=O	5.1	6.2	4.4	6.8	1.3	-40.6	-2.5	18.9
CC1(C)CC2C1CCC1(O)CC2(C)CCC1N(O)c1ccc(C(=O)NCCO)cn1 (stereo unspecified)	x	0.7	4.0	-4.3	0.2	6.9	4.4	x
Cn1cnc(S(=O)(=O)N2C[C@H](O)COC[C@@H]3O[C@H](CC(=O)NC4CCC4)CC[C@H]32)c1	x	x	x	-8.3	0.2	-22.7	-3.7	-8.9
COC(=O)C1CCCCN1C(=O)CCc1nnc(CCc2c[nH]c3ccccc23)o1 (stereo unspecified)	-0.5	0.8	-0.9	x	0.0	x	x	-7.9
CC1Sc2ccc(C(=O)Nc3ccc(S(=O)(=O)N(C)C)cc3)cc2NC1=O (stereo unspecified)	2.9	-4.4	4.2	-11.1	3.7	-18.2	x	1.2
COc1ccc2c(c1)OC[C@H]1[C@H]2N2C(=O)CN(Cc3ccc(C)cc3)C(=O)[C@@]2(C)[C@H]1c1ccccc1	-2.2	-2.0	1.6	x	-0.3	3.8	-1.7	24.5
COc1cc(C=O)ccc1OCCCCOc1ccccc1[N+](=O)[O-]	8.8	-1.0	-0.5	x	-0.1	x	x	x
CCc1ccc(NC(=O)C2CCN(S(=O)(=O)c3c(C)noc3/C=C/N(C)C)CC2)cc1	-1.0	-15.8	2.9	12.8	0.0	-5.6	-2.7	-5.9
COc1cccc(-c2ccc3c(c2)[C@@H]2[C@@H](CCN2C(=O)CC2CC2)[C@H](CO)N3C)c1	x	x	x	12.2	0.1	14.9	43.6	3.8
COc1ccccc1-c1cc(NC=O)c2ncc(-c3cccc(C(C)=O)c3)n2c1	-6.0	-2.4	-2.7	-9.2	0.0	17.1	-1.8	x
CCC(=O)Nc1ccc2c(c1)C(=O)N(C)[C@H]1CC[C@@H](CC(=O)NCc3ccc(OC)cc3)O[C@@H]1CO2	-1.6	5.5	0.4	-1.4	0.0	-9.3	1.6	-4.4
CCOC(=O)c1ccc(-c2ccc(/C=N/NC(=O)CN(c3cccc(C)c3)S(C)(=O)=O)o2)cc1	-3.0	-2.4	8.0	x	-0.1	x	x	-18.9
CCCCc1c(-c2ccccc2F)ncn1CCc1ccccc1OC	27.9*	-3.7	0.4	x	-0.1	x	x	27.6
COc1ccccc1C1CCN(Cc2cccc([N+](=O)[O-])c2)CC1	-1.8	-0.7	-8.3	x	-0.1	x	x	5.1
COc1cccc(NC(=S)NC2CC(C)CC(C)(C)C2)c1 (stereo unspecified)	-2.2	-1.9	3.0	x	-0.1	24.9	12.2	-30.3
CNC(=O)NC(=O)C(OC(=O)Cc1cccc(C(F)(F)F)c1)c1ccccc1 (stereo unspecified)	6.1	-6.4	-4.5	3.6	0.5	-7.6	-1.5	-5.4
O=C(COC(=O)c1cccnc1Cl)NC1CCCc2ccccc21 (stereo unspecified)	-1.3	-3.3	-2.8	2.1	0.3	0.0	-2.2	-12.1
COc1ccc2nc(C)cc(SCC(=O)N/N=C/c3c(OC)ccc4ccccc34)c2c1	-1.7	3.3	-0.6	x	0.5	x	x	1.2
COCC#Cc1ccc2c(c1)O[C@H](CN(C)S(=O)(=O)c1ccc(OC)cc1)[C@H](C)CN([C@H](C)CO)S2(=O)=O	-2.7	26.3	1.9	-8.3	-0.2	-18.0	87.1*	8.4
O=C(Nc1ccnn1C1CCN(C/C=C/c2ccccc2)CC1)c1ccccc1Cl	-2.5	-2.0	-2.1	x	0.1	-1.1	3.4	-20.4
C/C(CS(=O)(=O)c1ccc(Cl)c(Cl)c1)=N/NC(N)=S	1.5	3.3	-0.6	5.6	0.0	x	x	-15.4
Cc1nn(CC(=O)NCc2cccs2)c(=O)c2nn(-c3ccccc3)c(C)c12	0.7	0.2	0.9	-2.0	0.1	-0.1	-2.2	3.1
C[C@@H]1CN([C@H](C)CO)S(=O)(=O)c2ccc(C#Cc3ccccn3)cc2O[C@H]1CN(C)Cc1ccc(F)cc1	1.8	5.8	2.7	-2.8	-0.9	-30.1	-1.0	-2.4

Reprinted from the part before: 3 compounds, followed by the next part.
SMILES	SIRT5 block	S100A4 MyoIIA	ERAP1 HTS inh	PGC1a acetyl inh	Xi reactivation	C2C12 statin	Cneo AK release	LGR2 inh
C/C(CS(=O)(=O)c1ccc(Cl)c(Cl)c1)=N/NC(N)=S	1.5	3.3	-0.6	5.6	0.0	x	x	-15.4
Cc1nn(CC(=O)NCc2cccs2)c(=O)c2nn(-c3ccccc3)c(C)c12	0.7	0.2	0.9	-2.0	0.1	-0.1	-2.2	3.1
C[C@@H]1CN([C@H](C)CO)S(=O)(=O)c2ccc(C#Cc3ccccn3)cc2O[C@H]1CN(C)Cc1ccc(F)cc1	1.8	5.8	2.7	-2.8	-0.9	-30.1	-1.0	-2.4
O=C(Nc1ccc2c(c1)OCO2)N[C@H]1CC[C@@H](CCNC(=O)C2CCC2)O[C@@H]1CO	8.5	65.4	0.1	-7.9	-0.4	-5.1	4.5	-2.1
NC(=NCCc1c[nH]c2ccccc12)NS(=O)(=O)c1ccc(F)cc1	-4.4	1.7	10.9	x	0.4	x	x	3.3
COc1ccc(-c2cc(=O)oc3cc(OCC(=O)NCC(O)c4ccccc4)ccc23)cc1 (stereo unspecified)	8.6	2.8	0.7	-2.6	x	1.4	2.2	3.8
COc1ccc(N(CC(=O)Nc2c(C)n(C)n(-c3ccccc3)c2=O)S(=O)(=O)c2ccc(F)cc2)cc1	-8.0	-2.1	12.0	x	0.3	x	x	-0.8
CC(=O)N1CCN(S(=O)(=O)c2cccc(C(=O)NC3CCCC(C)C3C)c2)CC1 (stereo unspecified)	x	-2.3	6.5	-6.4	0.2	10.3	0.0	15.9
O=C(c1ccc([N+](=O)[O-])o1)N1CCc2ccccc2C1	2.6	-24.4	-2.5	-31.1	0.0	53.8	x	6.9
Cc1ccc(C(=O)NCc2ccc3c(c2)CCO3)cc1C	-6.6	-1.8	-0.5	x	0.1	x	x	6.3
COc1ccc(NC(=O)Nc2ccc3c(c2)[C@H]2C[C@H](CC(=O)NCC4CC4)O[C@@H](CO)[C@H]2O3)cc1	-2.1	-3.7	2.6	-4.3	0.1	-3.4	-5.6	3.4
C/C(=N\NC(=O)c1nnn(-c2nonc2N)c1-c1cccs1)c1ccc(O)cc1	-2.6	2.9	-1.3	x	0.0	41.2	0.8	0.7
CCCNC(=O)C[C@H]1CC[C@@H]2[C@H](COC[C@@H](O)CN2C(=O)c2cccnc2)O1	1.3	-19.8	-0.8	-4.0	0.2	-7.4	-1.0	1.2
CC1CCN(C(=O)CCNS(=O)(=O)c2ccc3c(c2)oc(=O)n3C)CC1	-3.3	-5.4	2.4	1.5	0.1	10.2	-1.8	7.8
Cc1cccc(C)c1NC(=O)CN(C)C(=O)[C@H](C)NC(=O)c1ccco1	-2.5	18.4	-0.2	-3.3	0.7	1.4	3.1	-0.5

Next part, overlapping the part above by three compounds.
SMILES	SIRT5 block	S100A4 MyoIIA	ERAP1 HTS inh	PGC1a acetyl inh	Xi reactivation	C2C12 statin	Cneo AK release	LGR2 inh
CCCNC(=O)C[C@H]1CC[C@@H]2[C@H](COC[C@@H](O)CN2C(=O)c2cccnc2)O1	1.3	-19.8	-0.8	-4.0	0.2	-7.4	-1.0	1.2
CC1CCN(C(=O)CCNS(=O)(=O)c2ccc3c(c2)oc(=O)n3C)CC1	-3.3	-5.4	2.4	1.5	0.1	10.2	-1.8	7.8
Cc1cccc(C)c1NC(=O)CN(C)C(=O)[C@H](C)NC(=O)c1ccco1	-2.5	18.4	-0.2	-3.3	0.7	1.4	3.1	-0.5
COc1ccc(OC)c(C2CC(=O)Nc3n[nH]c(-c4ccccc4)c32)c1 (stereo unspecified)	2.8	3.8	-4.9	-4.2	0.0	x	x	-14.9
CC(C)=CCn1c2ccc(NC(=S)NC3CC3)cc2c(=O)n1C	x	0.1	-0.7	-2.3	-0.2	-7.0	-0.6	-32.1
O=C(Nc1ccc(Oc2ncnc3cc(Cl)ccc23)nc1)c1cccs1	0.3	-5.5	x	5.3	0.2	x	0.2	-2.2
CC(C)CN(CCCNC(=O)CN1C(=O)COc2ccc(S(=O)(=O)N3CCCC3)cc21)CC(C)C	-0.9	-4.7	-0.1	5.7	0.2	x	x	-10.1
CC(=O)NC(CCS(C)(=O)=O)C(=O)Nc1ccc(Cl)c(Cl)c1 (stereo unspecified)	1.5	-2.0	2.1	x	0.0	-4.8	2.4	5.5
